USP2a block: inhibitors of human ubiquitin-specific protease USP2a | USP2 core, Ub-CHOP2 coupled fluorogenic reporter, 485/531 | AID 463254 | hit rate 0.01% among 330,000 | Potency, µM (doses to about 38.3 µM), without a hit: at the top dose activity change, negative = inhibition, actives largely listed as inhibitors | O75604;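 further: potency means the concentration at half of the fitted maximal effect; plate controls were DMSO wells for no effect and full inhibition by NEM control for full effect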
Target sequence (O75604 whole entry, looked up): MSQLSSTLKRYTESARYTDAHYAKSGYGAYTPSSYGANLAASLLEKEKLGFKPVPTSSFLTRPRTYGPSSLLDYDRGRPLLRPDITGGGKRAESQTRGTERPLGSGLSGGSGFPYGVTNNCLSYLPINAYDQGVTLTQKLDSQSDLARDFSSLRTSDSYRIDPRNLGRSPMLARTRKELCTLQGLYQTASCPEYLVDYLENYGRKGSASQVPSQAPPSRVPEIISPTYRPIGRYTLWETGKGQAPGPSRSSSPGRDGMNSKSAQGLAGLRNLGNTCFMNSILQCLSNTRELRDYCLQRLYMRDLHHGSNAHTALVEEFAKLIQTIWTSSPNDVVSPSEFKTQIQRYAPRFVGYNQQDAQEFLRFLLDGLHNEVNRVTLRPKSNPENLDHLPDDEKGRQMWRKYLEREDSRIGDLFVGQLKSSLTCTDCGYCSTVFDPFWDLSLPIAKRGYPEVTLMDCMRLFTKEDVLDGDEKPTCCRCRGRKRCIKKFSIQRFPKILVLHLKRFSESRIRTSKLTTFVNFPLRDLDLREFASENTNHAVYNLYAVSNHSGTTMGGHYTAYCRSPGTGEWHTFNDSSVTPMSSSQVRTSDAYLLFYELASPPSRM
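Cell-free coupled assay: 10nM USP2 core preincubated 30min RT with compound in Tris-HCl pH 8.0/CaCl2/CHAPS buffer, then 25nM Ub-CHOP2 and 25nM reporter substrate; fluorescence (Ex 485/Em 531) read after 60min RT, normalized to NEM inhibition, concentration-response curves fitted.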
Eya2 inh: inhibitors of human Eya2 phosphatase activity; O00167; recombinant Eya2, OMFP fluorescence dephosphorylation (OMFP is methylfluorescein phosphate); Potency, µM (doses to about 76.9 µM), inactives show at the highest dose activity, negative = inhibition, hits mostly inhibitors; hit rate 0.006% among 330,000; further: potency means the concentration at half of the fitted maximal effect
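Eya2 (0.2 uM) preincubated 10 min at ambient with compound, then OMFP substrate added at 50 uM; 10 min reaction in 50 mM HEPES pH 7.5, 50 mM NaCl, 5 uM MgCl2, 0.05% BSA, 1 mM DTT. Fluorescence read at Ex 485/Em 525 nm.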
KCNH2 3.1 inh: KCNH2 3.1 (human) potassium channel inhibition; U2OS KCNH2 3.1, thallium flux FluxOr; hits give low values; activity change, % (tested at about 1.8 µM); hit rate 0.95% among 340,000;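 active means maximum activity change below -70%; inconclusive means maximum activity change from -70% to -50%; inactive means maximum activity change above -50%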;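 further: thallium influx rate constant from kinetic fluorescence after stimulation buffer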
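Normalized rate constant (relative to positive and negative DMSO controls) derived from a 2 min kinetic fluorescence read after stimulation; U2OS cells expressing the 3.1 isoform via virus at 1.77 x 10^8 /mL.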
Giardia kill: Giardia lamblia killing. Giardia lamblia trophozoite viability. activity change, % at 7.66 µM, hits read low. hit rate 0.15% among 340,000. AID 540267; in the data active means activity change below about -80%; inconclusive means between about -30% and that limit;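 further: parasites exposed to compound for two days anaerobically before the ATP read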
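Trophozoites 100 cells/well + cpd; 48 hrs, 37 deg C, anaerobic. ATPLite 1-Step added, 15-30 min RT, luminescence read (ATP-based viability).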
uPA generation: inhibitors of cell surface uPA generation. Potency, µM (doses to about 38.3 µM), inactives show at the highest dose activity change, negative = inhibition, most hits filed as inhibitors. hit rate 0.31% among 330,000. cell surface uPA generation assay, qHTS; active means well fitted inhibition curve with a large enough effect; inconclusive means small, poorly fitted or top-dose-only effect; inactive means no such curve, though single readings can be large or run the other way; tested in mouse RAW 264.7 cells; further: potency means the concentration at half of the fitted maximal effect; nearly all actives have a fitted effect of over 55% in size
Coupling enz: coupling enzyme interference in Giardia aldolase counter-screen; coupling enzyme system counterscreen, AmpLite Red fluorescence; activity change, negative = inhibition, % at 58.2 µM, hits read low; hit rate 0.67% among 290,000; in the data active means activity change below about -30%
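Coupling enzymes only (glyceraldehyde-3-phosphate) + compound, at 57.5 uM final, 10 min RT; add substrate/coupling/AmpLite Red mix, 20 min RT; fluorescence ex 525/em 598 nm. Actives flag coupling-system interference.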
PKM2 activator: PKM2 (human) enzyme activation | AID 1631 | hit rate 0.34% among 260,000 | purified PKM2, Kinase-Glo ATP luminescence, activation; response scale: 0% is enzyme alone, no compound | Potency, µM (top dose mostly 57.5 µM), for the others: at the top dose activation, actives largely listed as activators; further: potency means the concentration at half of the fitted maximal effect; nearly all actives have a fitted effect of over 55% in size
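hPK-M2, >95% pure; 0.1 mM ADP / 0.5 mM PEP final; imidazole pH7.2 buffer w/ 7 mM MgCl2, 50 mM KCl; 1 h RT; Kinase-Glo lum. Intermediate enzyme activity for dual inhibitor/activator qHTS.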
GALK inhibitor: inhibitors of human galactokinase; P51570; Purified GALK, Kinase-Glo residual ATP luminescence; Potency, µM (doses to about 57.5 µM), without a hit: at the top dose activity change, negative = inhibition, hits mostly inhibitors; hit rate 0.007% among 270,000; AID 1868; further: potency means the concentration at half of the fitted maximal effect
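Human GALK (5 nM) with 35 uM ATP and 100 uM galactose in 20 mM HEPES pH 8.0, 5 mM MgCl2, 60 mM NaCl, 1 mM DTT, 0.01% BSA. After 1 h at room temperature, leftover ATP was read by Kinase-Glo Plus luminescence.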
BCR signal inh: inhibitors of chronic active B-cell receptor signaling; AID 493014; ABC-DLBCL IkBa-CBG/CBR reporter, luminescence ratio, 4 h; hit rate 0.05% among 340,000; Potency, µM (top dose mostly 46.1 µM), inactives show top-dose ratio change, negative = lower green/red ratio, most hits filed as inhibitors; active means well fitted inhibition curve with a large enough effect in the signal ratio, with a control signal flat, not every such curve was filed as active; inconclusive means small, poorly fitted or top-dose-only effect, or effect the other way, or a change in a side signal; the % refers to the signal ratio;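 further: potency means the concentration at half of the fitted maximal effect; plate controls were basal doxycycline-induced cells for no effect and cells given 10 µM MG132 for full effect; MG132 reads +100%, hits lower the ratio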
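Cell line TMD8 (human ABC DLBCL), stably expressing tet-inducible CBG68-IkBa fusion and CBR; IMDM/0.5% FBS; cpd up to 46 uM; dox induction, 4 h, 37C/5% CO2; dual luminescence; green/red ratio; MG132 control.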
B2AR arrestin: agonists driving beta-arrestin recruitment to human beta2-adrenergic receptor. beta-arrestin recruitment to beta2AR, cell-based reporter. Potency, µM (series often up to 46.1 µM), inactives show at the top dose activation, most hits filed as activators. hit rate 0.02% among 330,000;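 further: potency means the concentration at half of the fitted maximal effect; 0% = DMSO controls and full agonism = EC100 isoproterenol or metaproterenol; nearly all actives have a fitted effect of over 65% in size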
Target sequence (P07550 whole entry, looked up): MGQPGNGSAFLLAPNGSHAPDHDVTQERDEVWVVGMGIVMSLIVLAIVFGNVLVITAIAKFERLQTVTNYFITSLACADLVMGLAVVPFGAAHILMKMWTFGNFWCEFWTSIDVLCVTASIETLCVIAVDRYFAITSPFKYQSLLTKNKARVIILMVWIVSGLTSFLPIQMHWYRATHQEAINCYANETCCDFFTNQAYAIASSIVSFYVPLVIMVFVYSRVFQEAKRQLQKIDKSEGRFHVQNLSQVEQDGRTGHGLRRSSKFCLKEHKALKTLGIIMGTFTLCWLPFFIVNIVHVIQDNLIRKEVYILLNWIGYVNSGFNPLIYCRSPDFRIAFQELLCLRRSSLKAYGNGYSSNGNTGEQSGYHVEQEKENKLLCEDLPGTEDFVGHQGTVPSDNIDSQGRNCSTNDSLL
KCNH2 WT inh: inhibitors of human wildtype KCNH2 potassium channel | hit rate 0.37% among 340,000 | Q12809 | AID 720551 | activity change, % at 1.84 µM | U2OS, BacMam KCNH2, thallium flux FluxOr; hits give low values;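 active means maximum activity change below -70%; inconclusive means maximum activity change between -70% and -50%; inactive means maximum activity change above -50%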
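U2OS cells were transduced with wild-type KCNH2 virus (2.03 x 10^8 / mL) for 4 h at room temperature, then cultured overnight at 37 C. Thallium flux was read with FluxOr dye. Rate constants were normalized to DMSO controls.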
* hit, by the source's call; ? = inconclusive; nt = no result given. Unless noted, the call rests on the fitted dose curve; in most records, active means well fitted curve in the direction sought with a large enough effect; inconclusive means small, poorly fitted or top-dose-only effect, or another doubt; inactive means no such curve, though single readings can be large; an effect the other way counts as inactive or inconclusive. Unless noted, on the % scale 0 is the no-effect control and ±100 the full control effect.

SMILES	USP2a block	Eya2 inh	KCNH2 3.1 inh	Giardia kill	uPA generation	Coupling enz	PKM2 activator	GALK inhibitor	BCR signal inh	B2AR arrestin	KCNH2 WT inh
CC(C)C(=O)Nc1nc(-c2ccc(S(=O)(=O)N3CCOCC3)cc2)cs1	1%	9%	25	-4	15%	nt	-3%	-7%	1%	-0.1%	-5
O=C(CN1CCN(C(=O)c2ccccc2)CC1)Nc1ccccc1	1%	6%	11	6	4%	-3	-9%	-1%	4%	0.3%	-1
COC(=O)c1ccc(COC(=O)c2ccc(S(=O)(=O)N3CCC(C)CC3)cc2)o1	0%	11%	-15	-9	0%	0	-3%	-2%	?	0.1%	7
CC(C)c1nc(CNC(=O)c2ccc(OC3CCN(Cc4ccccn4)CC3)cc2)cs1	1%	-2%	-7	12	-5%	2	nt	-1%	3%	0.1%	0
O=C(NC(=S)Nn1cnnc1)c1cccc(Br)c1	0%	6%	10	21	0%	4	-5%	2%	?	-1.5%	11
CC(C)CNS(=O)(=O)c1cc(C(=O)N2CC(C)OC(C)C2)c(Cl)cc1Cl (configuration not stated)	-1%	-24%	-6	6	-2%	2	-6%	-1%	7%	0.3%	1
COc1cc2c(cc1OC)CN(CC(=O)Nc1ccc(C)cc1)CC2	-1%	-21%	1	12	nt	5	7%	3%	?	-0.3%	3
CCOc1ccc(C(=O)CSc2nnc(N)s2)cc1	3%	-8%	-4	2	3%	-2	-1%	-1%	?	0.7%	-25
COc1cccc(CN(CC(=O)NCC2CCCO2)C(=O)CCC(=O)Nc2cc(C)on2)c1 (configuration not stated)	3%	5%	27	-13	-5%	4	-2%	3%	1%	0.1%	-8
Cc1ccc(CCCOC(=O)C[N+]2(C)CCCC2)cc1	2%	0%	nt	0	6%	2	-2%	nt	?	0.0%	11
CSc1nc2sc3c(c2c(=O)n1C1CCCCC1)CCN(C)C3	-1%	-5%	0	-5	-1%	4	-1%	-1%	9%	-0.4%	2
O=C(CSc1cc(Cl)ccc1Cl)NC1CCCC1	-2%	11%	-1	8	-1%	0	-7%	-2%	7%	0.3%	0
Cc1oc(C(C)(C)C)cc1C(=O)Nc1ccc2c(c1)OCCO2	nt	nt	-1	-13	9%	-1	0%	1%	nt	nt	0
Cc1ccc(S(=O)(=O)C2(C(=O)O)CCCC2)cc1C	3%	-8%	7	19	0%	0	-3%	3%	3%	0.1%	-12
Cc1nn(C)cc1-c1n[nH]c(=S)n1-c1ccc(F)cc1	0%	1%	0	4	4%	0	-25%	2%	3%	-1.4%	-2
Cc1sc2nc(CN3CCOCC3)nc(NS(=O)(=O)c3ccccc3)c2c1C	-1%	11%	-10	1	-5%	-3	-20%	-1%	-12%	0.1%	3
COc1ccc(Cc2nnc(SCc3c(C)noc3C)n2C2CCCCC2)cc1OC	2%	5%	2	-3	-4%	3	3%	2%	?	0.2%	2
COC(=O)N/N=C\c1ccc(-c2cc(Cl)c(Cl)cc2Cl)o1	-1%	-22%	-8	6	1%	2	-4%	3%	-1%	3.6%	-12
O=C(NCc1cccnc1)C(=O)Nc1nc2ccccc2s1	0%	18%	-6	-4	-3%	-3	-3%	-2%	0%	-0.2%	7
CCn1cc(C(=O)NCC2COc3ccccc3O2)c2cc(OC)c(OC)cc2c1=O (configuration not stated)	-1%	-8%	-5	-2	-1%	3	1%	1%	-1%	0.1%	-17
COc1ccc2ccccc2c1/C=N/n1cnnc1	-2%	3%	11	-21	7%	0	2%	-1%	-2%	-0.3%	3
COc1cccc(CN(C)CC(O)COC(c2ccccc2)c2ccccc2C)c1 (configuration not stated)	2%	-15%	-22	3	-1%	-1	nt	10%	?	-0.7%	11
CC1C(=O)Nc2ccccc2N1C(=O)c1ccc(F)cc1F (configuration not stated)	-2%	-6%	5	13	10%	2	nt	1%	-8%	-0.4%	-5
CCOC(=O)CNC(=O)CSc1nc2sc(C)c(C)c2c(=O)n1C	-2%	9%	3	-9	5%	1	2%	1%	-2%	-0.7%	21
CN(c1ccc(OCC(=O)N2CCCC2)cc1)S(=O)(=O)c1ccc(Cl)cc1	0%	16%	11	-14	-18%	nt	nt	nt	7%	-0.4%	-133*
CCCCn1c(-c2ccc(OC)cc2)nc2c(=O)n(C)c(=O)[nH]c21	4%	14%	-3	2	-6%	6	nt	3%	-2%	-0.7%	-7
COc1cccc(NC(=O)N2CCN(c3nc(-c4cccc(OC)c4)cs3)CC2)c1	4%	-6%	-6	3	-25%	-1	-6%	-1%	?	-0.6%	7
CCN(CC(=O)Nc1ccc(OC)cc1)C(=O)Cc1coc2cc(C)c(C)cc12	-7%	1%	0	-12	-3%	nt	nt	nt	?	0.3%	3
O=C(NCC1OCCCN1S(=O)(=O)c1cc(F)ccc1F)C(=O)NC1CCCC1 (configuration not stated)	0%	-1%	-1	-2	2%	nt	0%	2%	-6%	-0.2%	-2
CC(=O)c1cccc(OCc2cc(C(=O)N(C)CCc3ccccn3)no2)c1	-1%	15%	13	29	2%	0	-4%	-2%	2%	-0.8%	-8
C/C(=N\NC(=O)c1nc2ccccn2c1C)c1cccc([N+](=O)[O-])c1	2%	9%	-3	1	-13%	3	2%	8%	0%	0.3%	5
O=C1c2cccc(OCC(=O)N3CCCc4ccccc43)c2CCN1Cc1cccnc1	1%	16%	4	11	-10%	2	-7%	-1%	?	-0.2%	12
O=C(/C=C/c1ccc([N+](=O)[O-])cc1)Nc1ncc([N+](=O)[O-])s1	1%	16%	11	-82*	?	8	-2%	-2%	?	-1.0%	nt
CCNC(=S)N1CCCCC1CO (configuration not stated)	1%	-1%	10	-17	10%	1	-4%	0%	0%	-0.5%	7
CCC(=O)N1CC2(c3ccccc3)CN(C(=O)CC)CC(c3ccccc3)(C1)C2=O	1%	-7%	0	1	-6%	-3	0%	0%	4%	-0.1%	-18
CC(C)(C)OC(=O)C[C@H]1C/C=C\C[C@H](CC(=O)NCCO)C(=O)N[C@@H](c2ccccc2)COC1=O	7%	5%	20	-5	2%	nt	nt	nt	1%	0.1%	0
Cc1ccc(S(=O)(=O)NCC(=O)Nc2cccnc2)cc1C	3%	4%	-2	-7	2%	nt	nt	nt	0%	-0.9%	-6
Cc1ccc2[nH]c(=O)c(CN(Cc3cccs3)Cc3nnnn3Cc3ccccc3)cc2c1	-2%	2%	-4	-1	-3%	-8	3%	2%	?	-0.8%	-2
CCc1ccc(NC(=O)CN(c2ccccc2)S(=O)(=O)N(C)C)cc1	-1%	-5%	11	1	-4%	2	0%	0%	0%	0.1%	-2
COc1cc(OC)cc(-c2cc3nc(C)c(CCC(=O)NC(C)CCc4ccco4)c(C)n3n2)c1 (configuration not stated)	2%	0%	5	5	-5%	-4	1%	0%	?	-0.2%	-2
CCCOc1ccc(/C=N/NC(=O)CN2CCCCC2)cc1	0%	-7%	-46	1	1%	6	-3%	-5%	0%	0.5%	10
Cc1sc(NC(=O)CS(=O)(=O)c2ccccc2)c(C#N)c1C	-2%	-27%	10	10	-5%	nt	nt	nt	10%	0.1%	5
CC(C)/C=C/CN1CCN(CCCc2ccccc2)C(CCO)C1 (configuration not stated)	1%	-10%	-30	-1	-2%	-4	4%	0%	1%	0.8%	27
CCN1C(=O)C(CC(=O)Nc2ccc(Cl)cc2)N(NC(=O)c2ccncc2)C1=S (configuration not stated)	2%	1%	-4	3	-4%	-2	3%	3%	-1%	-0.3%	-5
O=C(N/N=C/c1cccc(Cl)c1Cl)Nc1ccccc1	7%	-32%	-10	10	nt	0	11%	-4%	2%	-1.7%	10
Cc1ccc2cc3c(N)[nH]nc3nc2c1	3%	-5%	-18	-27	2%	0	-4%	2%	0%	-0.1%	1
O=C(Nc1nnc(-c2ccco2)o1)C1CCCCC1	0%	-7%	4	3	9%	-2	0%	2%	1%	0.1%	-3
Cc1ccc(CNC(=O)C2CCN(S(=O)(=O)c3cnc[nH]3)CC2)cc1	-1%	8%	10	0	6%	1	-2%	0%	6%	0.1%	3
CCOC(=O)C1(CC2CC2)CCN(Cc2cnc(-c3ccccc3C)nc2)CC1	0%	-2%	-4	-8	?	-2	-8%	6%	29%	-0.9%	10
Cc1ccc(S(=O)(=O)N2CCCCC2)cc1NC(=O)CN1C(=O)CN(C)C1=O	0%	8%	-3	-10	-6%	1	4%	8%	2%	0.4%	-1
CC(N1CCOC1=O)S(=O)(=O)c1ccccc1 (configuration not stated)	-5%	-14%	0	-12	0%	0	3%	0%	-1%	-0.2%	30
CC(C)C1NC2(C(=O)c3ccccc3C2=O)C2C(=O)N(c3ccc(F)cc3)C(=O)C12 (configuration not stated)	?	13%	6	15	-1%	1	10%	0%	0%	-0.1%	4
